RPL19A-GFP yeast – modulators of TOR pathway RPL19A-GFP in S. cerevisiae. S. cerevisiae RPL19A-GFP strain, flow cytometry, 3 h; stronger effect = lower value. percent response vs DMSO, % at 10 µM. 330,000 tested, 0.3% active. AID 2025;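 active = percent response vs DMSO below 50%; inconclusive = fewer than 70 events counted for the yeast strain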;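 note: median channel GFP fluorescence of the barcoded RPL19A-GFP strain; ratio of sample median GFP to plate DMSO average so 100% = DMSO; lower means less RPL19A-GFP as with rapamycin TOR inhibition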
CR mimetic SO – caloric restriction mimetics inhibiting age-related superoxide in yeast | S. cerevisiae aged cells, superoxide DHE fluorescence; stronger effect = lower value | superoxide response (% of plate mean), % at 10 µM | 330,000 tested, 0.18% active;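 active = superoxide response under a set limit, about three screen SD below normal, cut at about 65% in these data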;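 note: yeast aged for seven days with compound at 30 °C before DHE staining; 100% = average MFI of all compound-treated wells on the plate with controls excluded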
procasp7 counter – activates human procaspase-7, counter-screen for procaspase-3 activators. P55210. recombinant procaspase-7, Ac-DEVD-pNA absorbance 405 nm; D23A/D198A/D206A triple mutant, cannot self-cleave; scale: DMSO 0, 5 µM enzyme 100. activation, % at 8.5 µM. 330,000 tested, 0.093% active. AID 463210;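 active = percent activation above the screen-wide mean plus 3 SD, cut at about 25% in these data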
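Material: Procaspase-7 triple mutant (PC-7 D3A) | Quantity: 2 µM procaspase-7 mutant as dispensed | Reagent: DEVD-pNA substrate | Times: 1 h preincubation, 2 h reaction | Technique: 405 nm absorbance of p-nitroaniline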
LAP4-GFP MLPCN – modulators of TOR pathway LAP4-GFP in S. cerevisiae; S. cerevisiae LAP4-GFP multiplex, flow cytometry GFP, 3 h; median GFP as percent of DMSO wells; GFP response vs DMSO, % at 10 µM; 320,000 tested, 0.34% active; AID 2023;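 active = GFP response vs DMSO above a set limit, about the screen mean plus 3 SD, cut at about 150% in these data; inconclusive = under 70 cell events counted for the yeast strain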
JMJD2C inh – inhibitors of human GASC-1 (JMJD2C) demethylase | Q9H3R0 | GST-JMJD2C(1-420) H3K9me3 demethylation, DELFIA europium | 330,000 tested, 0.069% active | inhibition, % at 2.35 µM;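 active = more than half of a compound's replicate wells show inhibition beyond 50%, single wells judged on their own value; inconclusive = some, but no more than half, of replicates pass 50% inhibition; inactive = no replicate passes 50% inhibition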;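 note: signal counts dimethyl H3K9 product captured on neutravidin plate; 0% = median of DMSO wells and 100% = 0.3 times that DMSO median; strong numbers were not always called active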
proCasp3 act – procaspase-3 (human) activation; recombinant procaspase-3 D3A, Ac-DEVD-pNA absorbance 405 nm; 330,000 tested, 0.11% active; P42574; activation, % at 8.5 µM;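 active = activation above the mean of all tested compounds plus 3 SD, cut at about 21% in these data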;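 note: 0% = DMSO alone and 100% = DMSO wells spiked with extra 5 µM PC-3 D3A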
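Compound: 8.5 µM single point, 0.8% DMSO / Material: Autoprocessing-dead procaspase-3 D3A mutant enzyme / Timing: 1 h preincubation plus 2 h reaction at 25 °C / Medium: Zinc-free HEPES/NaCl buffer with 0.01% Triton X-100 at pH 7.4 / Technique: 405 nm absorbance of p-nitroaniline, reads at 0 and 120 min / Repeats: one well per compound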
AHR activator – activators of human aryl hydrocarbon receptor. P35869. AHR-responsive luciferase reporter cells, luminescence. activation, % at 5 µM. 320,000 tested, 2.5% active; in the data active = activation above about 47%;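 note: 0% = vehicle wells and 100% = reference agonist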
Target sequence (P35869 whole entry, looked up): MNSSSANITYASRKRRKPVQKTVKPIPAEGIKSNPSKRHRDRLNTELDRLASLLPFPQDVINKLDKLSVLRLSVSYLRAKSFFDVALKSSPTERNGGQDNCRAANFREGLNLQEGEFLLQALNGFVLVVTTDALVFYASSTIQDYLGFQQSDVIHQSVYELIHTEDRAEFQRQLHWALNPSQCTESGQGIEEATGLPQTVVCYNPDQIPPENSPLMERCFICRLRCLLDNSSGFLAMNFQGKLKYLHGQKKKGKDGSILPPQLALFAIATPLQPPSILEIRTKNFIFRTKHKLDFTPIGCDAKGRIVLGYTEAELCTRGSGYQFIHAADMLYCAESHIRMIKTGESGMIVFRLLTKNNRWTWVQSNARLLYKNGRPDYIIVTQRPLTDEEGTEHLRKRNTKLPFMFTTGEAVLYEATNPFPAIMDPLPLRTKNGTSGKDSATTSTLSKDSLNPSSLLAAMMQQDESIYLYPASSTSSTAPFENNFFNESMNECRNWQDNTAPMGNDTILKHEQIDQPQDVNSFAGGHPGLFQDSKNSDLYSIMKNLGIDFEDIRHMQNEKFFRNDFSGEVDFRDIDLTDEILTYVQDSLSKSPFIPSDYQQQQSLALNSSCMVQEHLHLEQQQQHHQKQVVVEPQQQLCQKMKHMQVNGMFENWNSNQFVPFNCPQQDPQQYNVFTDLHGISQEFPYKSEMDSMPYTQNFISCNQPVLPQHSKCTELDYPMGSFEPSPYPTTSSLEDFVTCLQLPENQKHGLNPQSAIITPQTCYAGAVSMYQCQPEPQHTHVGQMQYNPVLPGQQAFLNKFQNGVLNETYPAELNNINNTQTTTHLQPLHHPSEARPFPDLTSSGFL
MEP2-GFP yeast – modulators of TOR pathway MEP2-GFP in S. cerevisiae; S. cerevisiae MEP2-GFP strain, flow cytometry GFP, 3 h; 100% = DMSO control level; GFP response vs DMSO, % at 10 µM; AID 2016; 330,000 tested, 0.51% active;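 active = GFP response versus DMSO above a set limit, roughly screen mean plus 3 SD, cut at about 180% in these data; inconclusive = fewer than 70 cells counted for a yeast strain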;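 note: median GFP fluorescence of the barcode-gated MEP2-GFP cells per well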
The depositor's hits bear a star; i = inactive; ? = inconclusive; . = no result given.

SMILES	RPL19A-GFP yeast	CR mimetic SO	procasp7 counter	LAP4-GFP MLPCN	JMJD2C inh	proCasp3 act	AHR activator	MEP2-GFP yeast
CCOc1ccc(NC(=O)c2ccc3[nH]c(=O)c(=O)[nH]c3c2)cc1	104	99	3	100	29	7	1	105
CCCn1nc2cc(C(=O)N(CC)c3ccc(OC)cc3)ccc2c1OCC	.	.	-3	.	-13	-2	9	.
CCN(CC)Cc1c(O)ccc2c(C)c(CC(=O)OC)c(=O)oc12	61	99	7	91	-17	3	-3	205*
CCc1nc2nc(C)c(NS(=O)(=O)c3ccc(C4CCCCC4)cc3)c(=O)n2[nH]1	101	113	-10	103	2	-5	1	105
CC(=O)Nc1cc(NC(C)=O)cc(C(=O)OCC(=O)N2CC(C)OC(C)C2)c1 (stereo not drawn)	100	91	10	93	5	-4	-1	93
Cc1ccnc(NC(=O)Nc2ccc3c(c2)N(C)C(=O)CS3)c1	100	90	-3	103	-3	-7	6	106
CCOC(=O)N1CCN(C(=O)CC(C)S(=O)(=O)c2cc3c(cc2C)NC(=O)CO3)CC1 (stereo not drawn)	101	102	3	105	-9	8	1	107
CCN1CCN(CCOCCOc2ccccc2)CC1	99	96	-3	88	5	-6	-1	102
CC(C)CCNC(=O)CCn1c(=S)oc2ccccc21	101	83	5	92	?	4	1	97
CS(=O)(=O)c1ccc(C(=O)OCC(=O)N2CCCc3ccccc32)cc1	99	106	-3	107	9	19	3	104
O=S(=O)(/C=C/c1ccccc1)n1cnc2ccccc21	105	95	-4	122	-6	-3	-1	123
CN(Cc1c(C(=O)N(C)Cc2ccccc2)nc2ccccn12)CC1Cc2ccccc2O1 (stereo not drawn)	101	90	3	95	-24	-1	14	100
Cn1cccc1/C=C(/C#N)c1ccc(F)cc1	91	111	-4	91	-1	-3	-6	93
COc1ccccc1-c1sc2cc3c(cc2c1-c1ccc2c(c1)OCO2)OCO3	99	96	5	99	13	3	93*	89
CN(C)/C=C(\C#N)C(=O)c1cccnc1Oc1ccc(F)cc1F	105	108	-8	101	i	-3	-1	101
O=C(Cn1cnc2ccccc2c1=O)N1CCN(c2ccccc2)CC1	93	103	5	97	-18	2	0	92
CC(=O)c1ccc(OCc2cc(C(=O)N3CCN(C4CCCC4)C(=O)C3)no2)cc1	100	99	5	94	-1	5	1	85
CN(CC(=O)Nc1nc2ccccc2s1)S(=O)(=O)c1ccccc1	96	104	-6	106	-4	1	46	108
CC(OC(=O)Cc1ccc(Cl)cc1)C(=O)NCCC1=CCCCC1 (stereo not drawn)	97	107	9	87	-15	0	12	88
O=C(CCc1nc(-c2ccccc2)c(-c2ccccc2)o1)OCc1ccc(Br)cc1	95	111	-1	103	7	-1	0	98
Cc1cc(-c2ccc(C)c(S(=O)(=O)NCCCN3CCN(c4ccccc4)CC3)c2)on1	102	104	8	97	-9	0	-1	103
CCCCCC(=O)NCC(C)NC(=O)CCCCC (stereo not drawn)	107	89	-2	93	-2	6	-2	100
COC(=O)c1c(NC(NC(=O)C(C)C)C(Cl)(Cl)Cl)sc2c1CCCC2 (stereo not drawn)	99	100	-1	110	-1	-2	1	100
CCc1ccc(NC(=O)Cn2cccc2)cc1	105	93	2	98	-6	4	1	105
Cc1[nH]nc2c1C(c1ccccc1)C1=C(CC(C)(C)CC1=O)N2 (stereo not drawn)	101	101	-8	105	19	7	1	108
NC(=O)C1CCN(C(c2ccccc2)c2nnnn2C2CCCC2)CC1 (stereo not drawn)	99	97	3	101	-8	5	24	97
CCOc1nc(C)ccc1-c1noc(-c2ccccn2)n1	92	112	15	118	1	-10	5	126
O=C(NC(=O)c1c(Cl)cccc1Cl)Nc1ccc(Oc2cccnc2)nc1	92	86	2	104	.	6	9	94
CS(=O)(=O)c1ccc(C(=O)OCC(=O)Nc2cccnc2Cl)cc1[N+](=O)[O-]	98	121	-3	115	-2	3	2	117
CC1=NC(Nc2nc(C)c3ccccc3n2)=NC(C)(C)C1	110	99	8	112	5	4	17	111

For convenience, four of the compounds above.
SMILES	RPL19A-GFP yeast	CR mimetic SO	procasp7 counter	LAP4-GFP MLPCN	JMJD2C inh	proCasp3 act	AHR activator	MEP2-GFP yeast
O=C(Cn1cnc2ccccc2c1=O)N1CCN(c2ccccc2)CC1	93	103	5	97	-18	2	0	92
CC(=O)c1ccc(OCc2cc(C(=O)N3CCN(C4CCCC4)C(=O)C3)no2)cc1	100	99	5	94	-1	5	1	85
CN(CC(=O)Nc1nc2ccccc2s1)S(=O)(=O)c1ccccc1	96	104	-6	106	-4	1	46	108
CC(OC(=O)Cc1ccc(Cl)cc1)C(=O)NCCC1=CCCCC1 (stereo not drawn)	97	107	9	87	-15	0	12	88

Following part:
SMILES	RPL19A-GFP yeast	CR mimetic SO	procasp7 counter	LAP4-GFP MLPCN	JMJD2C inh	proCasp3 act	AHR activator	MEP2-GFP yeast
Cc1cc(C)cc(OCC(=O)OCC(=O)NC2CC2)c1	84	99	-1	183*	16	2	2	100
C=C(CC[C@@H](O)C(C)(C)O)[C@H]1CC[C@]2(C)[C@@H]1CCC1[C@@]3(C)CC[C@H](O)C(C)(C)C3CC[C@]12C (stereo partly drawn)	103	70	6	114	-5	-4	0	97
COc1ccccc1N(CC(=O)NCCSc1ccccc1)S(C)(=O)=O	100	107	0	99	4	-3	3	104
COc1ccc(-c2cc(N3CCCC3)n3ncnc3n2)cc1	101	91	13	103	-7	-8	-2	100
CCC(C)(C(=O)NC1CCCC1)N(Cc1ccco1)C(=O)c1ccccn1 (stereo not drawn)	100	98	-6	96	-26	-3	-1	97
COc1cc(C(=O)Sc2ccc(Cl)cc2)cc(OC)c1OC	98	91	-6	103	2	-7	1	104
CC(=O)Nc1ccc(S(=O)(=O)N(Cc2ccco2)Cc2cc3ccccc3[nH]c2=O)cc1	100	93	3	103	13	-5	3	105
COc1ccc(-n2c(C)cc(C(=O)Cn3nnc4ccccc4c3=O)c2C)cc1	96	96	-9	98	5	-5	6	99
CN(CC(=O)Nc1ccc(Cl)cc1)C(=O)Cn1[nH]c(=O)c2ccccc2c1=O	95	101	5	105	-24	0	4	101
COc1cc(C)c(CN2CCC(Cc3ccccc3)CC2)cc1C	102	94	.	96	3	.	.	107
CC1CCC(NC(=O)Cn2ncc3ccccc32)CC1 (stereo not drawn)	101	91	8	98	2	0	5	99
COc1ccc(COC(=O)C2=C(C)NC(=O)NC2c2ccccc2OC(C)C)cc1 (stereo not drawn)	104	101	0	97	-1	4	4	110
CC1CCCC(NC(=O)COC(=O)c2n[nH]c3ccccc23)C1C (stereo not drawn)	88	113	-1	89	7	-4	5	96
COc1ccc(C(=O)C2CCCN(Cc3cn(C)nc3-c3ccccc3)C2)cc1F (stereo not drawn)	100	98	-5	101	-16	3	3	100
CCOC(=O)C1CCCN(C(=O)c2ccccc2NC(C)=O)C1 (stereo not drawn)	104	111	5	104	24	8	1	108

Single records, from the list above. Screens in order: RPL19A-GFP yeast	CR mimetic SO	procasp7 counter	LAP4-GFP MLPCN	JMJD2C inh	proCasp3 act	AHR activator	MEP2-GFP yeast
Results for CCOC(=O)C1CCCN(C(=O)c2ccccc2NC(C)=O)C1 (stereo not drawn) = 104	111	5	104	24	8	1	108
Results for CC(=O)Nc1ccc(S(=O)(=O)N(Cc2ccco2)Cc2cc3ccccc3[nH]c2=O)cc1 = 100	93	3	103	13	-5	3	105
Results for C=C(CC[C@@H](O)C(C)(C)O)[C@H]1CC[C@]2(C)[C@@H]1CCC1[C@@]3(C)CC[C@H](O)C(C)(C)C3CC[C@]12C (stereo partly drawn) = 103	70	6	114	-5	-4	0	97
Results for COc1ccccc1N(CC(=O)NCCSc1ccccc1)S(C)(=O)=O = 100	107	0	99	4	-3	3	104

More results
SMILES	RPL19A-GFP yeast	CR mimetic SO	procasp7 counter	LAP4-GFP MLPCN	JMJD2C inh	proCasp3 act	AHR activator	MEP2-GFP yeast
O=S1(=O)C=CC(Sc2nc3ccccc3[nH]2)C1 (stereo not drawn)	100	97	4	109	-3	-5	8	100
O=C(CCCc1ccccc1)NCCCc1ccccc1	107	106	15	92	-3	10	1	103
O=C(c1ccc(Cl)c(Cl)c1)N1CCC(=O)N(C(COCc2ccc(Cl)cc2)Cc2ccccc2)CC1 (stereo not drawn)	95	107	3	109	0	-1	7	80
O=C(Nc1cn(-c2ccccc2)nc1-c1cccs1)c1ccco1	92	94	-5	101	0	2	29	107
CCC(NS(=O)(=O)c1ccc(C)cc1)C(=O)N1CCN(c2ccccn2)CC1 (stereo not drawn)	100	103	2	95	5	4	13	100
FC(F)Oc1ccc(NC(=S)Nn2cnnc2)cc1	96	80	-13	98	17	-12	3	94
CC(C(=O)N1CC2(C)CC1CC(C)(C)C2)N1C(=O)c2ccccc2C1=O (stereo not drawn)	87	102	0	89	3	7	0	89
C=CCOc1cccc(/C=N/NC(=O)CC(=O)NC2CCCCC2)c1	97	90	-2	111	-7	4	6	94
Cc1ccc(S(=O)(=O)Nc2cc(C)c(O)cc2C)cc1	106	110	4	105	-7	-1	0	101
CC(O)C(NC=C1C(=O)OC(C)(C)OC1=O)C(=O)O (stereo not drawn)	96	98	-1	107	18	1	6	104
Cc1ccc(C)c(NC(=O)CSc2nncn2C)c1	109	113	5	109	5	2	-2	109
COc1ccc(N2CCN(C(=O)CN3c4cccc5cccc(c45)S3(=O)=O)CC2)cc1	97	104	5	104	3	1	1	97
O=C(NCCCN1CCCC1=O)c1ccc(NS(=O)(=O)c2cccc([N+](=O)[O-])c2)cc1	97	107	13	105	-1	-2	0	96
NS(=O)(=O)c1ccc(NC(=O)CNC(=O)c2ccc3c(c2)OCO3)cc1	94	127	10	102	19	7	1	103
COc1ccc(SC[C@H](C)CN2CC[C@H](NC(=O)OCc3ccccc3)CCC2=O)cc1	97	120	-5	86	-5	1	4	93
CN(CC1CCOCC1)C(=O)CC1C(=O)NCCN1Cc1ccccc1F (stereo not drawn)	105	111	8	90	-4	7	-6	107

Screens (PubChem)
